Lmaj promast: inhibitors of Leishmania major promastigote growth | Leishmania major promastigotes, resazurin fluorescence viability | inhibition, % at 10 µM | 200,000 compounds, 9% hits | AID 1063; in the data active = inhibition above about 50%;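 also: promastigotes grown with compound for 44 hours at 28 °C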
PPARg SRC3 recr: promotes SRC-3 coactivator recruitment by human PPARgamma | P37231 | biochemical PPARgamma/SRC-3 coactivator recruitment assay | activation, % at 8 µM | 200,000 compounds, 0.26% hits | AID 731; in the data active = activation above about 23%;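 also: 0% = DMSO and 100% = reference agonist; some compounds past the cut are filed as inactive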
Target sequence (P37231 whole entry, looked up): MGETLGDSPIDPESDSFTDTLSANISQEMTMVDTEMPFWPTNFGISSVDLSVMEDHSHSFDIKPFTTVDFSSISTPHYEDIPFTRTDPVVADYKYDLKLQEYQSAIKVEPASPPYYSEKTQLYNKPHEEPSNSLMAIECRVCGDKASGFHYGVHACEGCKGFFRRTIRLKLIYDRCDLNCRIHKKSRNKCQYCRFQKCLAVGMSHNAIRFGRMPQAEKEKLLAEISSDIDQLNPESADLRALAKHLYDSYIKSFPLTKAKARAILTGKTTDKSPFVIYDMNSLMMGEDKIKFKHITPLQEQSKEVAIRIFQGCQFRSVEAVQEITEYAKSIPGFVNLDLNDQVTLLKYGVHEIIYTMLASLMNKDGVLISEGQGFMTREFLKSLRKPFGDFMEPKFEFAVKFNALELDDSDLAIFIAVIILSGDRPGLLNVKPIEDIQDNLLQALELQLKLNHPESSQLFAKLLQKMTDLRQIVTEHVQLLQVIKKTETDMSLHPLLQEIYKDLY
PPARg SRC-2 ag: PPARgamma-driven SRC-2 recruitment agonism. activation, % at 8 µM. P37231. 200,000 compounds, 0.34% hits. AID 1032. PPARgamma LBD-SRC-2 recruitment, biochemical; in the data active = activation above about 22%;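 also: 0% = vehicle and 100% = reference agonist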
TLR4-MyD88 BLA: blocks binding of human TLR4 to MyD88; HeLa CL3-4 TLR4/MyD88 BLA complementation, FRET ratio; inhibition, % at 8.4 µM; AID 861; 200,000 compounds, 0.18% hits; in the data active = inhibition above about 25%;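 also: 0% = vehicle and 100% = reference inhibitor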
SRC2 TRFRET art: TR-FRET artefact, counter-screen to PPARgamma/SRC-2 agonist assay; TR-FRET ratio at 8 µM; 200,000 compounds, 0.4% hits; active compounds read high; in the data active = TR-FRET ratio above about 2000; also: inactives centre near 1500; reference of the scale not given here
bIAP inhibitor: intestinal alkaline phosphatase (bovine) inhibition | purified bovine IAP, CDP-star luminescence, 30 min | inhibition, % at 20 µM | 190,000 tested, under 10 active | AID 1019;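 active = over 50% inhibition of intestinal alkaline phosphatase at 20 µM in the single-dose screen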
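System: Purified bovine intestinal alkaline phosphatase (IAP) enzyme | Input: IAP diluted 1/65,000,000 in the well | Also added: CDP-star chemiluminescent phosphatase substrate, 30 µM final | Dosing: 20 µM single dose | Times: Enzyme reaction for 30 min at room temperature | Detection: Luminescence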
ROMK primary: human ROMK K+ channel modulation, primary screen. 130,000 compounds, 2% hits. B-score at 10 µM. Tet-inducible ROMK, thallium flux fluorescence; actives lie on both sides;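 active = signal ratio slope over the read window, or its plate-corrected B-score, at least 3 SD from the plate mean, either direction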;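 also: B-score of the F/F0 ratio slope over 7 to 12 s after thallium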
Target sequence (P48048 whole entry, looked up): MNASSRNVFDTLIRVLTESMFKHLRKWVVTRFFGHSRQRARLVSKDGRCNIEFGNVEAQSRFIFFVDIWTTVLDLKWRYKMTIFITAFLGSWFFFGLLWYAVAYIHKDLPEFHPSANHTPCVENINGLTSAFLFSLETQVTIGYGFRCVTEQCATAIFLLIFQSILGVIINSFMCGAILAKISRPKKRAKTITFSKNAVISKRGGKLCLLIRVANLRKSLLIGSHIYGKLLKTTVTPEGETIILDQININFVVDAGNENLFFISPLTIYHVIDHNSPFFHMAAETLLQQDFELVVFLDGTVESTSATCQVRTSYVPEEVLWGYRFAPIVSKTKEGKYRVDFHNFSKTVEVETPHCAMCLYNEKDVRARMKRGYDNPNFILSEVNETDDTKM
PPARg SRC-1 ag: promotes SRC-1 coactivator recruitment by human PPARgamma; AID 631; activation, % at 8 µM; 200,000 compounds, 0.41% hits; P37231; PPARgamma-SRC-1 coactivator recruitment biochemical assay; in the data active = activation above about 19%;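 also: 0% = DMSO and 100% = reference agonist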
DTT redox prof: compounds producing H2O2 with reducing agent – biochemical, NIH compound library profiling, artefact control for MLSCN library redox annotation, primary screen; 200,000 compounds, 0.03% hits; DTT-dependent redox cycling H2O2, phenol red/HRP absorbance; 100% = 100 µM peroxide control, 0% = buffer; activation, % at 10 µM;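 active = activation of at least 50% relative to the plate's high and low controls in the primary single-dose screen; inactive = activation below 50%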;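 also: compound incubated with DTT at 0.8 mM final as the reducing agent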
bIAP activator: increases bovine intestinal alkaline phosphatase activity; 200,000 compounds, 0.17% hits; purified bovine IAP, CDP-star luminescence, 30 min; active compounds read high; fold of DMSO-control signal, blank-subtracted; activation factor at 20 µM;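 active = activation factor of 2 or more at 20 µM, a signal rise over negative controls twice the positive control's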
S1P3 antag: S1P3 (human) receptor antagonism; CHO S1P3 NFAT-BLA reporter, FRET fluorescence, antagonist mode; inhibition, % at 4.98 µM; 170,000 compounds, 0.27% hits;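 active = inhibition above the plate cutoff, the mean inhibition of test wells on that plate plus 3 SD, cut at about 28% in these data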;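 also: cells challenged with S1P at its EC80 of 0.8 µM; blue over green emission ratio from cleaved BLA substrate after 4 h stimulation; 0% = S1P-stimulated wells and 100% = unstimulated DMSO-only wells; some compounds past the cut are filed as inactive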
The depositor's hits bear a star; . = no result given.

#1 COc1ccc(S(=O)(=O)CC(=O)Nc2ccccc2Cl)cc1
#2 COC(=O)c1cc(OC)c(OC)cc1NC(=O)CSc1ccc(C)cc1
#3 CC(=C1C(=O)c2ccccc2C1=O)N1CCc2ccccc2C1
#4 CN=c1scc(-c2ccc(F)cc2)n1/N=C/c1ccc(O)c(O)c1
#5 Cn1cnnc1SCC(=O)c1cccc([N+](=O)[O-])c1
#6 COc1ccc(C2NC(=S)NC(C)=C2C(=O)c2ccccc2)cc1OC (stereo not drawn)
#7 CCN(CC)Cc1c(NC(=O)c2ccccc2)sc(C)c1C
#8 COc1ccc(-c2nc(CC(=O)O)cs2)cc1
Assay by compound	1	2	3	4	5	6	7	8
Lmaj promast	-3	-2	92*	100*	4	4	21	-4
PPARg SRC3 recr	8	-15	12	-3	3	-3	2	1
PPARg SRC-2 ag	12	-7	1	5	5	2	1	2
TLR4-MyD88 BLA	0	1	-1	-2	7	-1	-7	3
SRC2 TRFRET art	1501	1480	1563	1537	1499	1597	1456	1598
bIAP inhibitor	9	1	4	12	3	-8	.	7
ROMK primary	-0.11	.	0.0097	0.63	-0.14	.	.	-0.98
PPARg SRC-1 ag	2	-6	8	9	3	-1	4	1
DTT redox prof	-0.9	1.4	-3.0	-0.5	-0.1	0.5	-1.8	1.0
bIAP activator	0.9	1	1	0.9	1	1.1	0.4	0.9
S1P3 antag	-17	.	12	-12	16	-7	-19	.

In the list so far, 2 have a halogen:
#1 COc1ccc(S(=O)(=O)CC(=O)Nc2ccccc2Cl)cc1
#4 CN=c1scc(-c2ccc(F)cc2)n1/N=C/c1ccc(O)c(O)c1
Assay by compound	1	4
Lmaj promast	-3	100*
PPARg SRC3 recr	8	-3
PPARg SRC-2 ag	12	5
TLR4-MyD88 BLA	0	-2
SRC2 TRFRET art	1501	1537
bIAP inhibitor	9	12
ROMK primary	-0.11	0.63
PPARg SRC-1 ag	2	9
DTT redox prof	-0.9	-0.5
bIAP activator	0.9	0.9
S1P3 antag	-17	-12

The main list resumes with the four entries that preceded the break.
#5 Cn1cnnc1SCC(=O)c1cccc([N+](=O)[O-])c1
#6 COc1ccc(C2NC(=S)NC(C)=C2C(=O)c2ccccc2)cc1OC (stereo not drawn)
#7 CCN(CC)Cc1c(NC(=O)c2ccccc2)sc(C)c1C
#8 COc1ccc(-c2nc(CC(=O)O)cs2)cc1
#9 Cc1cccc(C(=O)N[C@H](C(=O)OCC(=O)NC2CCS(=O)(=O)C2)C(C)C)c1 (stereo partly drawn)
#10 Cc1ccc(S(=O)(=O)CCc2nnc(NC(=O)COc3cccc(C)c3)s2)cc1
#11 O=C(Nc1cccnc1)c1ccc2c(c1)C(=O)N(CC1CCCO1)C2=O (stereo not drawn)
#12 CC(=O)c1cnc2c(-c3ccccc3)c(C)nn2c1C
#13 Cc1ccc(S(=O)(=O)NC(=O)CSc2nc3ccccc3s2)cc1
#14 COCCn1nc2cc(C(=O)NCC34CC5CC(CC(C5)C3)C4)ccc2c1OC
#15 Cc1cc(C)c(OCC(=O)OCCNC(=O)c2cccnc2)c(C)c1
#16 CSc1ccc(CN2C(=O)NC3(CCCCC3)C2=O)cc1
Assay by compound	5	6	7	8	9	10	11	12	13	14	15	16
Lmaj promast	4	4	21	-4	-3	-4	-1	3	-17	17	-11	7
PPARg SRC3 recr	3	-3	2	1	1	2	-1	-1	10	2	4	0
PPARg SRC-2 ag	5	2	1	2	13	2	0	4	9	2	7	0
TLR4-MyD88 BLA	7	-1	-7	3	0	9	-4	12	-7	0	-5	-5
SRC2 TRFRET art	1499	1597	1456	1598	1719	1501	1405	1499	1561	1534	1518	1653
bIAP inhibitor	3	-8	.	7	-2	-4	-10	-16	-4	-3	23	5
ROMK primary	-0.14	.	.	-0.98	-0.16	.	1.7	.	-0.34	0.19	.	1.9
PPARg SRC-1 ag	3	-1	4	1	3	-13	-6	-6	-3	6	13	5
DTT redox prof	-0.1	0.5	-1.8	1.0	0.2	1.9	-0.7	0.2	-3.9	-5.1	-0.1	-2.4
bIAP activator	1	1.1	0.4	0.9	1	1	1.1	1.2	1	1	0.8	1
S1P3 antag	16	-7	-19	.	-7	.	-4	.	.	.	2	-2

#17 CCOC(=O)C1CCN(C(=O)c2cc3c(=O)n4ccccc4nc3n2C)CC1
#18 COc1ccc([N+](=O)[O-])cc1N(CC(O)CN1CCCCC1)S(=O)(=O)c1ccc(C)cc1 (stereo not drawn)
#19 CC(C)c1nc(SCC(=O)N2CC(=O)Nc3ccccc32)c2ccccc2n1
#20 O=C(c1cccs1)c1coc2ccc(O)c(CN3CCOCC3)c12
#21 Cc1ncc([N+](=O)[O-])n1CCOC(=O)NC(NCc1ccccc1Cl)C(Cl)(Cl)Cl (stereo not drawn)
#22 N#Cc1ccccc1NC(=O)Nc1ccc(Cl)cc1
#23 CSCC[C@H](NC(=O)OC(C)(C)C)c1nnc(SCc2ccccc2)o1
#24 CN(Cc1ccccc1)c1nc2c(c(=O)[nH]c(=O)n2C)n1CCCSc1ncccn1
Assay by compound	17	18	19	20	21	22	23	24
Lmaj promast	-1	56*	26	40	8	1	19	21
PPARg SRC3 recr	0	3	3	22	1	-1	13	-8
PPARg SRC-2 ag	-3	2	4	-1	-7	0	6	6
TLR4-MyD88 BLA	-2	-4	4	7	7	-3	8	2
SRC2 TRFRET art	1385	1630	1665	1475	1531	1566	1557	1645
bIAP inhibitor	-42	-5	7	3	8	5	-5	-1
ROMK primary	.	-2.1	-0.94	.	.	.	.	.
PPARg SRC-1 ag	-4	12	3	0	-1	-6	6	3
DTT redox prof	0.0	0.9	-1.5	0.3	0.2	1.5	1.7	-1.2
bIAP activator	1.4	1.1	0.9	1	0.9	0.9	1.1	1
S1P3 antag	-15	-5	-10	-2	0	.	-9	2

#25 CCN1CCCC1CNC(=O)C(=O)NC1CC1 (stereo not drawn)
#26 CCc1nnc(NC(=O)CSc2nnc(-c3ccoc3C)n2-c2ccc(C)cc2)s1
#27 COc1ccc(Cc2nnc(Nc3ccccc3OC)[nH]c2=O)cc1
#28 O=C(CSc1n[nH]c(=O)n1C1CC1)NCc1ccccc1Cl
#29 O=C(O)c1ccc(NS(=O)(=O)c2ccc3c(c2)OCCCO3)cc1
#30 N#C/C(=C\c1ccccc1)C(=O)Nc1cc(S(=O)(=O)N2CCOCC2)ccc1N1CCCC1
#31 CCn1c(/C=C/c2ccc([N+](=O)[O-])o2)nc2ccccc2c1=O
#32 Cc1ccc(-n2c(N)c(C(=O)NCc3cccnc3)sc2=S)cc1
Assay by compound	25	26	27	28	29	30	31	32
Lmaj promast	-4	-2	3	-11	-9	-4	100*	-2
PPARg SRC3 recr	-7	-7	-1	2	7	6	-1	-1
PPARg SRC-2 ag	-12	-4	4	7	-6	8	7	1
TLR4-MyD88 BLA	-10	5	-10	-1	2	-4	2	-11
SRC2 TRFRET art	1582	1639	1680	1663	1506	1630	1616	1595
bIAP inhibitor	-13	-13	-1	-4	-7	12	12	13
ROMK primary	-0.77	-0.22	-0.06	-0.0056	0.67	.	.	.
PPARg SRC-1 ag	2	1	7	-5	9	0	2	6
DTT redox prof	-0.8	1.7	-1.7	-2.7	0.3	-0.3	0.9	0.9
bIAP activator	1.1	1.1	1	1	1.1	0.9	0.9	0.9
S1P3 antag	-3	-73	-14	-14	0	3	.	.

#33 CCOC(=O)C1CCC(CNCc2ccccc2C)CC1 (stereo not drawn)
#34 COc1ccc(C2(c3ccc(OC)cc3)NC(=O)N(Cn3nnc4ccccc4c3=O)C2=O)cc1
#35 CCOC(=O)C(NC(=O)Nc1ccc(F)cc1F)(Oc1ccccc1)C(F)(F)F (stereo not drawn)
#36 CCNC(=O)NCCc1c[nH]c2ccc(Cl)cc12
#37 Cc1cc(NC(=O)c2cnc3ccccn3c2=O)no1
#38 N#Cc1c(N)nc2c3c(sc(=N)c2c1N)NC(=O)CC3c1ccccc1 (stereo not drawn)
#39 CCc1ccc(C(=O)NCc2cccs2)s1
#40 CCN1CCN(C(=S)c2ccc(OCC(=O)Nc3ccc(OC)cc3)cc2)CC1
#41 O=C(CSc1nc(-c2ccccc2)cs1)Nc1ccccc1[N+](=O)[O-]
Assay by compound	33	34	35	36	37	38	39	40	41
Lmaj promast	95*	6	-6	-5	0	8	-6	0	-4
PPARg SRC3 recr	2	-3	-5	3	0	26*	1	-1	-2
PPARg SRC-2 ag	5	5	-2	7	0	20	12	7	-8
TLR4-MyD88 BLA	7	-1	9	5	-13	2	-9	-3	0
SRC2 TRFRET art	1589	1560	1732	1506	1381	2053*	1560	1616	1454
bIAP inhibitor	0	-10	0	1	.	15	.	.	8
ROMK primary	-0.85	-0.39	.	-0.52	.	.	.	.	.
PPARg SRC-1 ag	6	-5	-2	5	-4	27*	14	6	-6
DTT redox prof	-0.8	-0.6	0.3	-0.2	2.5	-1.1	-1.0	0.7	0.4
bIAP activator	1	1.1	1	1	.	0.8	0.4	.	0.9
S1P3 antag	3	-4	6	-4	-19	.	-11	.	-7

Assay outcomes: PubChem BioAssay, several laboratories
